# M4 antag: antagonists of human muscarinic M4 receptor (CHRM4); 360,000 compounds, 0.73% hits; inhibition, % at 3 µM; AID 624125; CHO-hM4 cells, ACh EC80, Fluo-8 calcium fluorescence; P08173;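 active = inhibition above its plate's cutoff, the mean inhibition of sample wells plus 3 SD, cut at about 27% in these data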;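 note: 0% = acetylcholine EC80 with DMSO and 100% = DMSO without agonist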
# CHRM1 agonist: agonists of human M1 muscarinic receptor; P11229; CHO-K1 hM1, Fluo-8 calcium fluorescence, agonist mode; 0% DMSO, 100% acetylcholine EC100; activation, % at 3 µM; 360,000 compounds, 0.33% hits;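 active = activation above the run's mean compound activation plus 3 SD, cut at about 16% in these data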;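 note: peak over basal fluorescence ratio within a 140 s kinetic read after compound addition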
# Target sequence (P11229 whole entry, looked up): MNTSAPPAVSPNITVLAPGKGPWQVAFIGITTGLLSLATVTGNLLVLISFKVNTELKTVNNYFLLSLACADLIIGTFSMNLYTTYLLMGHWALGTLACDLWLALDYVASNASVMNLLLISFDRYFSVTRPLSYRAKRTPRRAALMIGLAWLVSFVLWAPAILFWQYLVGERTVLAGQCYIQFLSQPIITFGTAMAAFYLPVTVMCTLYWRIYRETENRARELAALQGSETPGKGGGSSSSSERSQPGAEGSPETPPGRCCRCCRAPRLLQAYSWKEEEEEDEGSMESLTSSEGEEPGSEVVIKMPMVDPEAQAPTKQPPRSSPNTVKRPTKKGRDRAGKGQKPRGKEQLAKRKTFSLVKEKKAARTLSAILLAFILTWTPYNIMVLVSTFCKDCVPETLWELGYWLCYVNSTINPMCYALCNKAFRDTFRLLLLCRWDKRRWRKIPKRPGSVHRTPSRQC
# CHO parental Ca: counter-screen: ATP calcium response change in parental CHO cells | parental CHO-K1, ATP-induced calcium, Fluo-8 fluorescence | inhibition, % at 5.6 µM | 330,000 compounds, 0.63% hits;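 active = inhibition above that plate's mean sample inhibition plus 3 SD, cut at about 26% in these data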;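 note: 0% = ATP-challenged DMSO wells and 100% = DMSO wells without ATP; some compounds past the cut are filed as inactive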
#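 Material – parental CHO cells · Reagent – ATP stimulus · Compound – single nominal dose of 5.6 µM per compound · Detection – Fluo-8 fluorescence · Read-out basis – percent inhibition of calcium signal · Controls – ATP-challenged DMSO wells low, unchallenged DMSO wells high · Repeats – no replicates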
# CHRM4 agonist: CHRM4 agonism in calcium assay; 360,000 compounds, 0.14% hits; P08173; activation, % at 3 µM; AID 624127; CHO-K1 hM4/Gqi5, Fluo-8 calcium fluorescence; vehicle 0%, full acetylcholine response 100%;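 active = activation above the run mean over all test wells plus 3 SD, cut at about 32% in these data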;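 note: peak over basal fluorescence ratio per well then scaled between controls; 0% = DMSO wells and 100% = acetylcholine at EC100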
# M1 ag parental: counter-screen for M1 agonists: effect in parental CHO-K1 cells. Fluo-8 calcium fluorescence; scaled to maximal ATP response, vehicle zero. 360,000 compounds, 0.48% hits. activation, % at 3 µM. AID 602248; in the data active = activation above about 15%;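 note: untransfected CHO-K1 host cells lacking M1 receptor as counterscreen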
# M1 antag: blocks human M1 muscarinic receptor; P11229; CHO-K1 hM1, Fluo-8 calcium fluorescence, ACh EC80 antagonist; inhibition, % at 3 µM; 360,000 compounds, 1.3% hits; AID 588852;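 active = percent inhibition above its own plate's cutoff, namely the mean of that plate's compound wells plus 3 SD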;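 note: peak over basal fluorescence ratio during 140 s after agonist addition; 0% = ACh EC80 plus DMSO and 100% = DMSO alone without agonist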
# M1 PAM: potentiates human M1 receptor response to acetylcholine. P11229. 360,000 compounds, 0.088% hits. CHO-K1 hM1, Fluo-8 calcium fluorescence, ACh EC20; 0% = ACh EC20, 100% = maximal ACh. activation, % at 3 µM; in the data active = activation above about 19%, passing the limit was not always enough
# CHO-K1 Ca antag: counter-screen for M1 antagonists: effect in parental CHO-K1 cells | ATP-induced calcium, Fluo-8 fluorescence | inhibition, % at 3 µM | 360,000 compounds, 0.6% hits;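 active = inhibition above a per-plate cutoff, the plate's mean sample inhibition plus 3 SD, cut at about 24% in these data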;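 note: 0% = DMSO plus EC80 ATP and 100% = DMSO alone without ATP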
# OXTR potentiate: human OXTR potentiation | P30559 | CHO-OTR cells, Fluo-8 calcium fluorescence, potentiator mode; 0% = oxytocin EC15, 100% = EC100 | activation, % at 3 µM | 320,000 compounds, 0.061% hits | AID 2445;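 active = activation above that plate's cutoff, the mean activation of tested compounds plus 3 SD, cut at about 6.6% in these data, passing the limit was not always enough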;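 note: 100% uses oxytocin at 75 nM as the full agonist control; some results filed as inactive read as strong as hits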
# Target sequence (P30559 whole entry, looked up): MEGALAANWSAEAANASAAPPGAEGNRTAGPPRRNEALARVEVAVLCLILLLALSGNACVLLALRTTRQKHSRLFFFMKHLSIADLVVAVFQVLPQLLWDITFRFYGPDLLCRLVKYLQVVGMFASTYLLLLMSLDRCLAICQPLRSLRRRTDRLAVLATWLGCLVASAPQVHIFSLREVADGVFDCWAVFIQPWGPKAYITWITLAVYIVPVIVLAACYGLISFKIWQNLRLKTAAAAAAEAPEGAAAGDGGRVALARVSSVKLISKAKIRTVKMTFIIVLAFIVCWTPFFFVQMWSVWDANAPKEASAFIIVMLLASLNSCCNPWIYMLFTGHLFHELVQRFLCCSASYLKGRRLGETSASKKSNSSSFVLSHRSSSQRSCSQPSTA
#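 Replication – single well per compound, singlicate · Assay system – CHO cell line stably expressing human OTR · Timing – 6 min pre-incubation, 100 s read · Measure – normalized max/min fluorescence ratio, % activation · Doses – 3.0 µM, one dose · Detection – Fluo-8 calcium dye fluorescence · Probe or stimulus – oxytocin near EC15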
# The depositor's hits bear a star; / = no result given.
Compound	M4 antag	CHRM1 agonist	CHO parental Ca	CHRM4 agonist	M1 ag parental	M1 antag	M1 PAM	CHO-K1 Ca antag	OXTR potentiate
O=C(NC1CS(=O)(=O)CC1NCc1ccccc1)c1ccccc1 (stereo not given)	-12.5	-3.2	-17.2	0.6	0.6	-37.4	8.3	0.3	1.3
C/C(=N\NC(=O)c1ccccc1OCCOc1ccccc1)c1ccccc1F	-7.4	0.5	/	3.0	0.2	5.4	-5.9	-8.1	/
Oc1oc(-c2cccc3ccccc23)nc1/C=N/c1nccs1	1.1	-1.4	-1.8	5.8	3.6	6.7	-5.7	5.4	-8.0
O=C1C2CC=CCC2C(=O)N1c1cccc(OS(=O)(=O)c2ccc3ccccc3c2)c1 (stereo not given)	15.7	0.2	4.4	15.4	5.5	3.4	-12.9	4.8	-6.0
COc1cccc(C(C)(O)c2nc(-c3ccc(N(C)C)cc3)cs2)c1 (stereo not given)	15.9	0.5	/	10.0	8.7	26.9	-13.7	5.4	/
CCN1CCN(S(=O)(=O)c2ccc(Cl)c(C(=O)NC(C)(C)C)c2)CC1	1.7	-4.5	-20.4	2.1	1.6	-1.5	5.5	-20.8	-14.3
O=C(COC(=O)/C=C/c1ccccc1Cl)NC1CC1	-1.4	-3.3	/	1.1	0.6	-4.2	3.0	-3.7	/
COc1cc(Cn2c3ccc(NC(=O)CC(C)C(F)(F)F)cc3c(=O)n2C)ccc1F (stereo not given)	-15.3	-0.1	/	10.3	8.8	-0.3	-1.9	-16.6	/
O=C(CN(C(=O)c1csnn1)c1ccccc1)NCCc1ccccc1	-7.7	-0.6	4.4	1.5	0.9	6.9	-4.5	-9.6	-4.1
Nc1nc(SCC(=O)N2CCCCC2)[nH]c(=O)c1NC(=O)c1ccccc1F	8.7	0.8	2.8	0.2	1.0	-1.5	2.1	-6.3	-5.9
COC(=O)c1ccc(/C=C2\CCn3c2nc2cc(C(=O)O)ccc2c3=O)cc1	-4.0	-4.2	-3.4	-0.6	0.4	-7.8	12.8	-11.1	-15.2
O=C(O)CSCC(=O)N1CCCN(c2nc3ccc(Cl)cc3s2)CC1	-8.9	-1.7	-5.5	0.7	0.6	4.0	6.8	9.3	-1.5
CCN(CC)S(=O)(=O)c1ccc(-c2csc(C)n2)cc1	-4.8	-3.2	-16.2	0.8	0.6	-1.3	1.3	-11.1	-5.5
Cc1nnc(NC(=O)CSc2nnc(CNC(=O)c3ccc(F)cc3)o2)s1	-7.7	-0.4	2.9	0.7	0.0	-9.7	10.4	9.9	-10.2
O=C1/C(=C/c2cccnc2)CC/C1=C\c1cccnc1	-7.3	-4.1	-11.1	0.2	-0.2	-3.3	4.0	-12.3	-0.5
Cc1occc1-c1nnc(SCC(=O)NC2CCCC2)n1C	-2.5	-5.6	7.9	-0.8	0.9	-5.8	7.2	-13.3	-6.6
COC(=O)c1ccc2nc(-c3cccc(Cl)c3)c(Cc3cccc(Cl)c3)n2c1	5.6	/	/	0.4	-0.4	/	/	3.4	/
O=c1[nH]cnc2sc3c(c12)CCC3	-5.9	-2.9	-12.3	-0.1	0.1	-5.9	4.0	-13.6	-1.4
O=C(NCC1CCCO1)c1nc(Cn2ccc([N+](=O)[O-])n2)no1 (stereo not given)	-9.6	-1.0	-9.6	1.3	2.4	-3.9	4.8	-12.6	-3.6
CC(C)C(=O)NC(=O)[C@@H]1CCCN1C(=O)/C=C/c1ccccc1	-5.8	-5.7	2.4	1.0	0.6	5.8	-0.3	-16.0	-0.6
COc1ccc(C(=O)n2nc(-c3ccco3)nc2SC)cc1OC	9.6	-1.7	-11.0	0.4	0.3	-2.3	-3.9	-7.0	4.3
Cc1ccc(S(=O)(=O)[N-]c2nc3ccccc3nc2-[n+]2cc(C)cc(C)c2)cc1	11.8	-0.6	-6.0	6.5	2.2	2.3	-1.0	-8.9	0.4
O=c1c2ccccc2nc(SCc2ccc([N+](=O)[O-])cc2)n1-c1ccc(Cl)cc1	2.3	-3.2	2.8	0.7	1.2	0.0	2.7	-4.5	-1.2
O=C(NCCN1CCN(C(=O)c2ccc(F)cc2)CC1)C(=O)NCc1ccccc1	2.1	-3.8	-16.2	1.3	0.9	-4.8	3.2	-2.2	-5.2
Cn1c2cc(Br)sc2c2cnn(Cc3ccc(F)cc3F)c(=O)c21	-5.9	-0.5	-0.3	5.7	1.5	-12.6	13.9	-2.6	-7.3
O=C1NC[C@H](Cc2ccc(O)cc2)N(CC2CCCCC2)C1=O	4.0	-3.4	20.4	4.0	0.1	6.6	-0.7	9.7	-1.5
COc1ccc(S(=O)(=O)N2CCCCC2)cc1NC(=O)c1ccc2ccccc2n1	7.2	-4.1	-9.0	1.4	2.4	0.4	1.1	-16.9	-9.0
COc1ccc(N2CCN(CC(=O)Nc3nnc(-c4ccccc4)s3)CC2)cc1	-3.5	-1.7	-12.8	2.0	-0.4	-6.7	9.5	1.2	-11.0
Cc1nnc(NCCc2ccccc2)[nH]c1=O	0.8	-3.1	2.6	0.1	0.6	-6.6	9.8	-9.8	-2.8
O=C(NCCOC(=O)C1COc2ccccc2O1)c1cccnc1 (stereo not given)	-5.8	-1.5	-7.1	0.8	0.1	-7.3	5.9	-7.6	-6.7
COc1ccc(C(=O)NC(CC(=O)O)c2cc([N+](=O)[O-])ccc2Cl)cc1 (stereo not given)	7.4	-6.9	-1.5	0.1	2.5	-5.7	6.0	-7.0	-0.6
Cc1oncc1-c1csc(-c2ccccc2Cl)n1	3.0	-3.9	-3.1	-0.9	0.3	-15.4	10.4	-22.5	-2.5
CN1CC(=O)N(CC(=O)Nc2ccc(OCc3ccccc3)cc2)C1=O	-9.4	-7.0	0.5	0.3	0.2	-8.1	6.8	-7.8	2.6
CC(=O)c1cccc(NC(=O)Cn2cc3c(n2)CCCC3)c1	1.8	-0.4	-11.0	2.0	1.1	-13.5	7.3	-6.7	6.0
Cc1cn([C@H]2C[C@H](O)[C@@H](CNC/C=C/c3ccccc3[N+](=O)[O-])O2)c(=O)[nH]c1=O	-10.6	-8.3	/	1.0	0.8	-18.1	9.8	-4.8	/
CCC(=O)N1CCc2cc(S(=O)(=O)N3CCN(c4cc(C)ccc4C)CC3)ccc21	-17.8	-1.7	-8.9	1.1	0.9	-0.8	4.8	-12.4	-3.7
Cc1ccc(C)c(NC(=S)NNC(=O)c2csc(C)c2)c1	3.9	-4.2	-12.4	0.9	2.9	18.2	-10.3	-8.0	-3.1
CCOC(=O)c1sc(NC(=O)CCC(=O)O)nc1C	8.9	0.1	3.1	0.9	0.2	-11.2	10.5	4.8	10.4
CC1(C(=O)NCc2cccc3ccccc23)CCN1Cc1ccc(OC(F)(F)F)cc1 (stereo not given)	22.4	-8.8	/	-0.1	1.3	-5.5	-8.6	-10.2	/
C#CCOCCOCCOCCNc1nc(N2CCN(C(=O)[C@H](CCCCN)n3cc(CN)nn3)CC2)nc(N2CCN(C(=O)[C@H](CCCCN)n3cc(CN)nn3)CC2)n1	-1.8	-2.4	6.4	0.6	0.1	-7.7	4.5	0.2	2.0
Cc1cc(-c2c(C)n([O-])c(C)c(C)[n+]2=O)ccc1F	-3.2	-1.2	-6.8	0.4	-0.3	-15.5	9.0	-0.4	-8.1
Cc1nn(CC#N)c(=O)n1N(C)c1ncc(C(F)(F)F)cc1Cl	2.0	-4.7	0.1	1.1	1.4	-1.3	4.5	-9.9	-17.0
CCOc1cc(CNc2ncc(-c3ccc(OC)cc3)n2C)ccc1O	18.4	-7.1	-16.1	-1.2	-0.2	5.8	-8.3	-7.0	2.1
CCc1ccc(Nc2nnc(SCC(=O)N(C)CC(=O)Nc3ccccc3CC)s2)cc1	-3.5	-10.0	-33.9	0.8	0.3	-8.5	-1.3	-9.2	-10.6
COC(=O)C1CN(S(=O)(=O)c2ccc(NC(C)=O)cc2)CCS1 (stereo not given)	-14.8	-2.1	8.6	-0.1	0.3	-11.2	8.1	-7.9	5.0
COc1cc(NC(=O)c2cccs2)ccc1NC(=O)Cc1ccccc1	4.9	-3.1	-10.7	3.0	0.4	-11.2	7.5	8.2	-2.2
COc1ccccc1C1C2=C(CC(C)(C)CC2=O)N(CC(=O)O)C2=C1C(=O)CC(C)(C)C2	11.9	-5.1	-17.8	-0.6	-0.1	-11.6	4.3	-8.2	3.1
COc1ccc(-c2ccc(C(=O)NC(C)C)c3occc23)c(C)c1	4.0	-3.8	/	/	0.6	11.5	-4.4	-6.0	/
COc1cccc(C(C(=O)NC2CCCC2)N(C(=O)c2ccco2)c2ccc(-n3cnnn3)c(C)c2)c1OC (stereo not given)	-5.1	-7.8	-37.3	1.0	0.1	-12.9	8.7	-4.9	-4.8
COc1ccc(C(=O)NNC(=O)c2ccccc2[N+](=O)[O-])cc1Br	-2.9	-6.0	-3.7	1.6	0.8	-6.8	11.2	-11.5	-6.9
O=C(Nc1cc(Cl)ccc1-n1cncn1)c1ccc(F)c(S(=O)(=O)N2CCOCC2)c1	5.7	-1.8	-17.9	0.8	1.2	-3.9	6.0	-3.7	-7.2
CNC[C@@H]1OCc2ccccc2-c2c(n(C)c3ccccc23)C(=O)N([C@H](C)CO)C[C@H]1C	-4.3	-11.2	/	0.6	-0.3	-15.2	-1.4	-4.9	/
O=C(CN1CCN(C(=O)C2CCCO2)CC1)Nc1ccc(F)cc1 (stereo not given)	3.3	-0.3	-9.2	0.8	0.9	-21.7	16.8	-2.7	-1.4
COc1ccc(-c2ccc(C#N)c(SCC(=O)Nc3sc4c(c3C#N)CCC4)n2)cc1OC	1.7	-2.2	-12.3	0.4	0.8	-8.2	9.0	-10.8	-13.3
C=C(C)CN(CC)C(=O)CN1C(=O)NC(C)(c2ccc3ccccc3c2)C1=O (stereo not given)	6.5	-3.4	-10.6	3.2	2.5	4.1	0.0	-1.1	-4.5
O=C(NC(=S)N1CCN(c2ccc(F)cc2)CC1)c1ccccc1	3.4	-0.2	/	-0.5	-0.1	-4.4	-2.8	-6.0	/
CN(C)/C=N/c1ncc(C(=O)c2ccc(Cl)cc2Cl)s1	-0.4	-1.2	5.8	1.9	2.1	-13.9	11.1	-15.1	-0.6
CCCS(=O)(=O)N1CCC(C(=O)NCCCN2CCC(Cc3ccccc3)CC2)CC1	0.9	-11.4	-11.2	1.4	0.0	13.8	-13.7	-20.3	-4.2

# Sorted by number of heavy atoms (falling): some entries from above
Compound	M4 antag	CHRM1 agonist	CHO parental Ca	CHRM4 agonist	M1 ag parental	M1 antag	M1 PAM	CHO-K1 Ca antag	OXTR potentiate
CNC[C@@H]1OCc2ccccc2-c2c(n(C)c3ccccc23)C(=O)N([C@H](C)CO)C[C@H]1C	-4.3	-11.2	/	0.6	-0.3	-15.2	-1.4	-4.9	/
O=C(Nc1cc(Cl)ccc1-n1cncn1)c1ccc(F)c(S(=O)(=O)N2CCOCC2)c1	5.7	-1.8	-17.9	0.8	1.2	-3.9	6.0	-3.7	-7.2
CN(C)/C=N/c1ncc(C(=O)c2ccc(Cl)cc2Cl)s1	-0.4	-1.2	5.8	1.9	2.1	-13.9	11.1	-15.1	-0.6

# Source: PubChem
